CDK5 inh: inhibitors of human CDK5/p35 kinase, primary screen, biochemical, single concentration. Cyclin-dependent kinase 5 (Homo sapiens) + Cyclin-dependent kinase 5 activator 1 (Homo …. AID 488839, 2010. inhibition, % at 10 µM. Recombinant CDK5/p35, ADP-Glo luminescence, 60 min. 330,000 compounds, 0.01% hits;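 active means highest replicate inhibition of at least 50% and at least 75% of replicates reaching 50%; inconclusive means only one of the two criteria met; inactive means both criteria failed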;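 further: plate controls were DMSO neutral control for no effect and GW8510 at 10 µM for full effect; many of its hits are not listed in these tables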
dFosB act: activators of delta FosB homodimer, primary screen, biochemical, fluorescence polarization, TAMRA-CDK5 oligo, single point; purified delta FosB; percent of positive-control signal above neutral wells; Protein FosB (Mus musculus), P13346; activation, % at 25 µM; 340,000 compounds, 0.99% hits;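 active means mean activation above about 17%, with every replicate also reaching it, limit read from the data, passing the limit was not always enough; inconclusive means only one of the two conditions met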;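 further: fluorescence polarization rise as delta FosB binds a TAMRA Cdk5 AP-1 oligo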
HTR5A ag ctr: HTR5A agonists in luminescence cell assay, primary screen, counter-screen for OPRM1-OPRD1 heterodimer agonist project, full-deck HTS | cell-based | activation, % at 9.3 µM | 340,000 compounds, 0.61% hits; in the data active means activation mostly above about 9.5%, no sharp cut-off; inactive means mostly below about 7.6%;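 further: 0% = cells with vehicle only and 100% = reference agonist; strong numbers were not always called active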
Target sequence (P47898 whole entry, looked up): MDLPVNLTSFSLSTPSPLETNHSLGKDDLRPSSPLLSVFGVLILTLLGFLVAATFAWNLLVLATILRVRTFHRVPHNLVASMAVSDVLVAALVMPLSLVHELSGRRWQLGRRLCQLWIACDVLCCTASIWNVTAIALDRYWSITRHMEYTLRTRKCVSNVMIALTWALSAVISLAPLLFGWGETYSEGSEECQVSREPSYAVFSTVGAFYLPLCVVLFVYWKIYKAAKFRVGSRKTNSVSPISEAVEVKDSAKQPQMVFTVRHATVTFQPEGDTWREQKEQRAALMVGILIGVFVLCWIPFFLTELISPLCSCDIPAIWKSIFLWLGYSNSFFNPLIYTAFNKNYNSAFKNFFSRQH
NSD2 HMT inh: NSD2 histone methyltransferase inhibitors, primary screen, biochemical, AlphaScreen, single concentration, set 2; Histone-lysine N-methyltransferase NSD2 (Homo sapiens), O96028; NSD2 peptide methylation, 120 min; inhibition, % at 12.5 µM; 310,000 compounds, 0.54% hits; AID 743445, 2014; in the data active means inhibition above about 50%
V-ATPase pHluor: regulators of yeast V-ATPase proton pumping, primary screen, pHLuorin cytosolic pH fluorescence; AID 504577, 2011; S. cerevisiae; response, % at 10 µM; 350,000 compounds, 0.37% hits; in the data active means response mostly above about 7.3%, no sharp cut-off; inactive means mostly below about 5.4%; further: actives read high; inactives centre near 0; some compounds called inactive have numbers as strong as hits; reference of the scale not given here
SR-BI HDL uptake: inhibitors of SR-BI mediated HDL lipid uptake, primary screen, ldlA[mSR-BI] cells, fluorescence, single point | Scavenger receptor class B member 1 (Mus musculus), Q61009 | inhibition, % at 12.5 µM | 320,000 compounds, 0.96% hits | ldlA[mSR-BI] CHO cells, DiI-HDL uptake fluorescence, 3 h;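 active means mean replicate inhibition of at least 70% and a set share of replicates each scoring 70 or more; inconclusive means meets just one of the two criteria; inactive means fails both criteria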;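 further: 0% = median of neutral control wells and 100% = median of positive control wells; values of inactives mirror those of a sister screen read the other way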
Target sequence (Q61009 whole entry, looked up): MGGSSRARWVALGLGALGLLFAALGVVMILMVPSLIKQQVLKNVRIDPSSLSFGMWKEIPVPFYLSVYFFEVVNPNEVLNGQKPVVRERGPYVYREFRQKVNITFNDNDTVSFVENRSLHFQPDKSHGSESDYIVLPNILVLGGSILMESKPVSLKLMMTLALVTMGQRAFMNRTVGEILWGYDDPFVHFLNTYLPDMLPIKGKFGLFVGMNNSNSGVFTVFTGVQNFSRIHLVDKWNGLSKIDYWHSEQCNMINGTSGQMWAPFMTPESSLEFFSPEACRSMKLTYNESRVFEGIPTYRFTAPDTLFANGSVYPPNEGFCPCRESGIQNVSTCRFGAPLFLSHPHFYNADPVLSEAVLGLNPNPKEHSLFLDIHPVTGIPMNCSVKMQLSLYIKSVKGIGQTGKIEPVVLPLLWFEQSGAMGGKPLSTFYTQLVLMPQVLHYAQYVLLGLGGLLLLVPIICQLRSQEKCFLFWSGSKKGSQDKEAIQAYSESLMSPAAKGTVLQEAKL
HTR5A inv ctr: HTR5A inverse agonists in luminescence cell assay, primary screen, counter-screen for OPRM1-OPRD1 heterodimer inverse agonist project, full-deck HTS; 5-hydroxytryptamine receptor 5A (Homo sapiens), P47898; HTR5A cell line, inverse agonism; inhibition, % at 9.3 µM; 340,000 compounds, 0.083% hits; AID 504634, 2011; in the data active means inhibition mostly above about 23%, no sharp cut-off; inactive means mostly below about 18%;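 further: 0% = cells with DMSO and 100% = no-cell wells with DMSO; some compounds called inactive have numbers as strong as hits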
MITF act: activators of MITF-driven TRPM1 promoter reporter, primary screen, cell-based, SK-MEL-5, luciferase, single point; activation, % at 12.5 µM; SK-MEL-5 TRPM1-promoter luciferase, 24 h; % of positive control, neutral wells = 0; 300,000 compounds, 0.75% hits; AID 588334, 2011;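 active means mean activation of at least 80% with every replicate also reaching 80%; inconclusive means mean reaches 80% but some replicate falls short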;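 further: 0% = neutral control wells and 100% = parthenolide positive control wells; values of inactives mirror those of a sister screen read the other way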
PvdQ inh: P. aeruginosa PvdQ acylase inhibitors, primary screen, biochemical, fluorescence, plate reader and imaging, single point | PvdQ acylase [Pseudomonas aeruginosa LESB58] | purified PvdQ acylase | inhibition, % at 10 µM | 340,000 compounds, 0.063% hits | AID 488965, 2010; in the data active means inhibition above about 30%, passing the limit was not always enough; inconclusive means no clear call, values can overlap the other calls;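 further: 0% = vehicle neutral wells and 100% = reference inhibitor wells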
Wnt bcat act: Wnt/beta-catenin pathway activators, primary screen, cell-based, plate reader, single point; Wnt/beta-catenin reporter cell assay, activator; activation, % at 9.35 µM; 300,000 compounds, 1.2% hits; in the data active means activation above about 30%, passing the limit was not always enough; inconclusive means no clear call, values can overlap the other calls;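 further: 0% = neutral control wells and 100% = positive control wells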
Active calls of the source: *; ? = inconclusive; nt = no result given. Hits appear at their usual frequency; any-hit rate near 5%.

Compound | CDK5 inh | dFosB act | HTR5A ag ctr | NSD2 HMT inh | V-ATPase pHluor | SR-BI HDL uptake | HTR5A inv ctr | MITF act | PvdQ inh | Wnt bcat act
O=C(COC(=O)Cc1ccc(Br)cc1)Nc1ccc(Cl)cn1 | 6.9 | -5 | 13 | -2 | 1 | -11 | -33 | nt | -17 | -1
O=C(c1ccco1)N1CCN(C(=O)c2ccc(COc3ccc(F)cc3)o2)CC1 | 7.4 | 1 | 8 | 2 | 10 | -5 | -22 | 5 | 11 | nt
CC1CCN(C(=O)/C(=C\c2ccccc2F)NC(=O)c2ccccc2)CC1 | -0.8 | 2 | 4 | -2 | 0 | nt | -13 | nt | 4 | 0
CC1(C)OC(=O)N(c2cccnc2)C1(C)O (centres undefined) | -1.1 | 9 | 0 | -2 | 4 | -5 | 16 | -3 | 4 | nt
CSCCC(NS(=O)(=O)c1ccc(C)c(C(=O)O)c1)C(=O)O (centres undefined) | 1.5 | 7 | 0 | 1 | -2 | -21 | 19 | -5 | -4 | 1
Cc1ccc(S(=O)(=O)N2CCOCC2)cc1NC(=O)c1cc2c(s1)CCC2 | 3.3 | -5 | -3 | -2 | -1 | 23 | -8 | nt | -13 | nt
N/C(=N\OC(=O)CCc1ccccc1)c1ccc(Cl)cc1 | -0.4 | -1 | 1 | nt | 0 | -1 | -15 | 27 | -25 | nt
COc1ccccc1OCC(=O)c1[nH]c(C)c(C(C)=O)c1C | 1.2 | -6 | -1 | -1 | 5 | 26 | 8 | -9 | -9 | nt
CCCOc1ccc(NC(=O)CC2C(=O)N(C)C(=S)N2Cc2ccc3c(c2)OCO3)cc1 (centres undefined) | -2.1 | -2 | 8 | -3 | -5 | 8 | -8 | 18 | 6 | nt
CCCCCCn1c(CN2CCN(Cc3ccccc3)CC2)nc2c1c(=O)n(C)c(=O)n2C | 1.0 | -5 | 1 | 6 | 2 | 35 | -7 | 7 | -12 | -6
Cn1c(/C(C#N)=C/c2ccc(-c3ccc(S(N)(=O)=O)cc3)o2)nc2ccccc21 | 0.9 | -13 | 5 | -2 | -3 | 47 | -5 | -57 | -14 | nt
Cn1cnnc1SCC(=O)NCc1ccccc1 | -1.0 | -1 | -3 | -2 | 1 | -11 | 14 | 10 | -5 | -2
O=C(Nc1cccnc1)/C(N=Nc1c(Cl)cccc1Cl)=C(\O)c1ccccc1 | 1.0 | -8 | 2 | -1 | 7 | 38 | -10 | 4 | 16 | nt
C=C(C)C(=O)N1CC2(CC(c3cccc(NC(=O)CCCCC)c3)=NO2)C[C@H]1C(N)=O (some centres undefined) | -0.7 | -3 | 1 | nt | 2 | -1 | -20 | -6 | 0 | -3
Cc1ccc(S(=O)(=O)C2CCOC2=O)cc1 (centres undefined) | -3.2 | 4 | 4 | -8 | 3 | 13 | 4 | -7 | -12 | 6

Random excerpt: 2 entries already listed
Compound | CDK5 inh | dFosB act | HTR5A ag ctr | NSD2 HMT inh | V-ATPase pHluor | SR-BI HDL uptake | HTR5A inv ctr | MITF act | PvdQ inh | Wnt bcat act
C=C(C)C(=O)N1CC2(CC(c3cccc(NC(=O)CCCCC)c3)=NO2)C[C@H]1C(N)=O (some centres undefined) | -0.7 | -3 | 1 | nt | 2 | -1 | -20 | -6 | 0 | -3
Cn1c(/C(C#N)=C/c2ccc(-c3ccc(S(N)(=O)=O)cc3)o2)nc2ccccc21 | 0.9 | -13 | 5 | -2 | -3 | 47 | -5 | -57 | -14 | nt

Next part
Compound | CDK5 inh | dFosB act | HTR5A ag ctr | NSD2 HMT inh | V-ATPase pHluor | SR-BI HDL uptake | HTR5A inv ctr | MITF act | PvdQ inh | Wnt bcat act
COc1ccc2cc(C(=O)N3CCN(c4ccc(F)cc4)CC3)[nH]c2c1 | -1.4 | 3 | 1 | 4 | 0 | 15 | -5 | 10 | -12 | 2
CCOC(=O)N1CCN(C(=O)COc2ccc([N+](=O)[O-])cc2)CC1 | -0.3 | 2 | 1 | 2 | 3 | -3 | -3 | 2 | 3 | 3
Cc1nnc(NC(=O)Nc2cccc(Cl)c2)s1 | -2.6 | -10 | 5 | -2 | -3 | 1 | -16 | 71 | -3 | nt
CN1C(=O)/C(=N\OC(=O)c2cccc3ccccc23)c2ccccc21 | 1.6 | -4 | -2 | 0 | 0 | 1 | 17 | -39 | -5 | 8
Cc1cc(C(=O)COc2ccccc2[N+](=O)[O-])c(C)n1C1CC1 | -1.7 | -3 | 5 | nt | 6 | 43 | -13 | 24 | -18 | ?
COC(=O)c1cc(NC(=O)Cc2ccc(OC)cc2)cc(C(=O)OC)c1 | 1.8 | -9 | 8 | 1 | 0 | 37 | -20 | -1 | -8 | nt
C/C=C(\C)C(=O)Nc1cccc(C2=NOC3(C2)C[C@H](C(N)=O)N(C(=O)C(c2ccccc2)c2ccccc2)C3)c1 (some centres undefined) | 0.3 | -14 | 19 | nt | 0 | 17 | -55 | 9 | -13 | -6
COc1ccc(NS(=O)(=O)c2cccc(C(=O)Nc3cccc(C(=O)O)c3)c2)cc1 | 0.9 | 2 | 3 | -1 | -5 | -14 | -24 | 2 | -8 | 1
O=c1c2ccccc2nc(-c2ccccc2Cl)n1O | -1.8 | 2 | 0 | -1 | 0 | -8 | 0 | -1 | -1 | -1
COc1ccc2oc(=O)c(C(=O)n3ccc(C)n3)cc2c1 | -0.7 | -4 | -3 | 0 | -2 | -26 | -1 | -12 | 4 | nt
Nc1cc(C(F)(F)F)ccc1-n1cccc1 | -0.8 | 0 | 4 | 1 | -3 | 1 | -9 | -17 | -10 | -4
Cn1c(=O)c(C(=O)CN2CC(=O)Nc3ccccc32)c(N)n(Cc2ccccc2)c1=O | -0.3 | -1 | 1 | -8 | -1 | -5 | -2 | 9 | -15 | -2
CCC(=O)c1cc(F)c(N2CCN(S(=O)(=O)c3ccc(C)cc3)CC2)cc1C | 0.8 | -7 | -2 | -2 | 1 | 16 | -9 | -2 | -9 | 8

10 compounds from above, ordered by count of non-hydrogen atoms, rising.
Compound | CDK5 inh | dFosB act | HTR5A ag ctr | NSD2 HMT inh | V-ATPase pHluor | SR-BI HDL uptake | HTR5A inv ctr | MITF act | PvdQ inh | Wnt bcat act
Nc1cc(C(F)(F)F)ccc1-n1cccc1 | -0.8 | 0 | 4 | 1 | -3 | 1 | -9 | -17 | -10 | -4
O=c1c2ccccc2nc(-c2ccccc2Cl)n1O | -1.8 | 2 | 0 | -1 | 0 | -8 | 0 | -1 | -1 | -1
COc1ccc2oc(=O)c(C(=O)n3ccc(C)n3)cc2c1 | -0.7 | -4 | -3 | 0 | -2 | -26 | -1 | -12 | 4 | nt
Cc1cc(C(=O)COc2ccccc2[N+](=O)[O-])c(C)n1C1CC1 | -1.7 | -3 | 5 | nt | 6 | 43 | -13 | 24 | -18 | ?
CCOC(=O)N1CCN(C(=O)COc2ccc([N+](=O)[O-])cc2)CC1 | -0.3 | 2 | 1 | 2 | 3 | -3 | -3 | 2 | 3 | 3
COC(=O)c1cc(NC(=O)Cc2ccc(OC)cc2)cc(C(=O)OC)c1 | 1.8 | -9 | 8 | 1 | 0 | 37 | -20 | -1 | -8 | nt
CCC(=O)c1cc(F)c(N2CCN(S(=O)(=O)c3ccc(C)cc3)CC2)cc1C | 0.8 | -7 | -2 | -2 | 1 | 16 | -9 | -2 | -9 | 8
COc1ccc(NS(=O)(=O)c2cccc(C(=O)Nc3cccc(C(=O)O)c3)c2)cc1 | 0.9 | 2 | 3 | -1 | -5 | -14 | -24 | 2 | -8 | 1
Cn1c(=O)c(C(=O)CN2CC(=O)Nc3ccccc32)c(N)n(Cc2ccccc2)c1=O | -0.3 | -1 | 1 | -8 | -1 | -5 | -2 | 9 | -15 | -2
C/C=C(\C)C(=O)Nc1cccc(C2=NOC3(C2)C[C@H](C(N)=O)N(C(=O)C(c2ccccc2)c2ccccc2)C3)c1 (some centres undefined) | 0.3 | -14 | 19 | nt | 0 | 17 | -55 | 9 | -13 | -6

Screens deposited in PubChem by several laboratories.
